NR2E3 ag-1 – activates human photoreceptor nuclear receptor NR2E3; Q9Y5X4; actives 0.12% (n = 320,000); AID 2300; inhibition of corepressor binding, % at 4.78 µM; GST-NR2E3/biotin-RetCOR TR-FRET, 1536-well;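 active = percent inhibition above the cutoff of mean plus 3 SD of all tested compounds, set per screening campaign, cut at about 20% in these data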;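 note: 0% = DMSO wells and 100% = biotin wells as full block of FRET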
Target sequence (Q9Y5X4 whole entry, looked up): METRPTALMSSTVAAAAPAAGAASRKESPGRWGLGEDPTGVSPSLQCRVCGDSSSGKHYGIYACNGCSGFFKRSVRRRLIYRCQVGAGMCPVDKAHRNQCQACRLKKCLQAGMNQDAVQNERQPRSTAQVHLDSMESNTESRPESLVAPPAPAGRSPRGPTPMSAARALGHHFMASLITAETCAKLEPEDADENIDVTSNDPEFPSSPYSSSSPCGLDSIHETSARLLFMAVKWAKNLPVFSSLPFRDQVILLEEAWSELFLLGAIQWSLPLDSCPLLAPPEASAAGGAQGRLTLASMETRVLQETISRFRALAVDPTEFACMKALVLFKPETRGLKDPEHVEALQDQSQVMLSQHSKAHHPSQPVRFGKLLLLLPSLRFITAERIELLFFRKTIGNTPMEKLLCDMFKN
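System: GST-tagged NR2E3 plus biotinylated RetCOR corepressor; Buffer or medium: pH 7.5 Tris-based buffer; Probe or stimulus: RetCOR corepressor, biotinylated, 7 nM; Doses: compound at 4.8 µM, single dose; Schedule: 5 h incubation at 4 °C; Technique: time-resolved FRET; Evaluation: percent inhibition of TR-FRET ratio; Replication: one well per compound, singlicate testing.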
NR2E3 ag-2 – agonists of human NR2E3 nuclear receptor; Q9Y5X4; CHO-S Gal4-NCOR/VP16-NR2E3 two-hybrid, luciferase; inhibition of corepressor binding, % at 3.98 µM; actives 0.35% (n = 360,000); AID 602229;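 active = inhibition above the mean of all tested compounds plus 3 SD, cut at about 70% in these data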;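 note: 0% = DMSO with NR2E3 transfected cells and 100% = cells lacking NR2E3 construct; higher means lower luciferase signal from less NR2E3 corepressor binding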
HIF-2a inh – blocks HIF-2a reporter activity; 786-0 RCC cells HIF-2a reporter, luciferase luminescence, overnight; inhibition, % at 18.8 µM; actives 0.72% (n = 360,000);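 active = inhibition of the luminescence signal of 40% or more relative to plate controls, in a single-dose primary screen at 18.75 µM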
KKLEB tox – reduces viability of KKLEB cystic fibrosis airway cells; KKLEB CF airway cells viability, ATPlite luminescence, overnight; stronger effect = lower value; cells stimulated with P. aeruginosa culture filtrate; activity change (cytotoxicity), % at 5 µM; actives 0.36% (n = 360,000); AID 602141;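 active = corrected activity change at or below -50% at 5 µM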
iPSC survival up – enhancers of human iPSC single-cell survival; hiPSC single-cell survival, ATPlite luminescence; 100% = ROCK inhibitor wells, 0% = DMSO; survival enhancement, % at 20 µM; actives 0.044% (n = 360,000); AID 602274; in the data active = survival enhancement above about 18%;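 note: cells exposed to compounds for 16 hours before the ATP read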
CF NFkB inh – cystic fibrosis NF-kB activation inhibition; actives 0.86% (n = 360,000); inhibition, % at 5 µM; AID 588850; KKLEB NF-kB-GFP reporter, PAF-induced, GFP fluorescence overnight;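 active = at least 50% inhibition at 5 µM, scaled per plate between neutral and stimulator controls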;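 note: PAF is a Pseudomonas aeruginosa culture filtrate used as stimulus; plate controls were PAF-stimulated DMSO wells for no effect and unstimulated DMSO wells for full effect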
Shn3 inh set2 – Schnurri-3 reporter inhibition in Clone20 osteoblasts; actives 0.52% (n = 360,000); inhibition, % at 12.5 µM; Clone20 osteoblast Shn3 3'UTR firefly luciferase, 24 h;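 active = mean inhibition of at least 75% with every replicate also reaching 75%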;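 note: 0% = median of neutral control wells and 100% = pilot-screen positive control compound; some compounds past the cut are filed as inactive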
TRPM1 prom inh – inhibitors of MITF-driven TRPM1 promoter in melanoma cells; SK-MEL-5 TRPM1 promoter luciferase, 24 h; inhibition, % at 12.5 µM; actives 0.83% (n = 330,000);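 active = mean inhibition across replicates of 60% or more, whatever share of single replicates reaches that level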; note: values of inactives mirror those of a sister screen read the other way
C8 TRAIL sens – sensitizes caspase-8 expressing cells to TRAIL | NB7+C8 cells + TRAIL, ATPlite viability luminescence | inhibition (viability loss, TRAIL sensitization), % at 10 µM | actives 1% (n = 360,000);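 active = compounds causing at least 50% loss of cell viability in the single-dose screen, relative to plate controls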
EBV LMP1 NFkB – inhibitors of Epstein-Barr LMP1-induced NF-kappaB reporter; LMP1-induced NF-kappaB luciferase reporter cells, luminescence; inhibition, % at 12.5 µM; actives 0.69% (n = 350,000); in the data active = inhibition above about 41%;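 note: 0% = neutral control wells and 100% = reference inhibitor control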
Peg3 prom inh – reduces Peg3 promoter-driven luciferase expression in HeLa; HeLa PEG-Prom luciferase reporter, luminescence, overnight; inhibition, % at 20 µM; actives 1.7% (n = 360,000); AID 588405;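 active = inhibition of at least 50% at 20 µM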
Active calls of the source: *; · = not tested or not shown. This is a subset; count on the stated rates, not on these rows.

Molecule,NR2E3 ag-1,NR2E3 ag-2,HIF-2a inh,KKLEB tox,iPSC survival up,CF NFkB inh,Shn3 inh set2,TRPM1 prom inh,C8 TRAIL sens,EBV LMP1 NFkB,Peg3 prom inh
O=C(O)C1CCCCN1C(=O)c1ccc(S(=O)(=O)N2CCCC2)cc1 (centres undefined),·,-7.2,14.8,-10.4,-0.4,-3.3,-39.6,5.6,-16.9,-12.9,3.3
COc1ccc(NS(=O)(=O)c2ccc(OCC(=O)N3CCOCC3)cc2)cc1,5.5,-1.5,2.4,-11.0,1.9,-8.4,3.5,21.0,2.5,5.7,19.0
Fc1cccc(Cn2cc(C(=S)N3CCCCC3)c3ccccc32)c1,-0.5,-20.1,25.1,0.5,-3.0,-6.0,2.2,-1.1,-1.6,-1.3,-63.4
Cc1nc(S(=O)(=O)c2ccc(Cl)cc2)c(NCc2ccccc2)o1,0.9,-10.5,12.5,-4.7,0.1,5.6,1.1,-4.0,-12.2,6.8,21.5
CCCn1c(SCC(=O)c2c[nH]c3ccccc23)nnc1-c1ccncc1,-0.3,-14.0,15.1,-6.7,-0.2,-3.9,-8.2,13.7,-6.8,-3.4,11.5
Cn1c(NCc2ccccc2)nc2c1c(=O)n(Cc1ccccc1)c(=O)n2C,-4.1,-18.5,32.4,-6.0,3.6,8.9,16.5,6.3,-11.9,0.0,26.8
Cc1cc(NC(=O)CSc2nc3c(C)cccc3cc2C#N)no1,-37.7,-27.4,-72.6,-10.3,-0.2,-16.1,-11.2,6.6,-2.3,15.9,-66.9
COc1ccc(N2CC(C(=O)Nc3c4c(nn3-c3ccc(OC)cc3)CS(=O)(=O)C4)CC2=O)cc1 (centres undefined),5.8,24.1,7.2,5.9,-0.1,-24.5,-5.6,-4.9,32.4,-0.1,14.9
CC12CCC(C(=O)NCCCN3CCOCC3)(C(Br)C1=O)C2(C)C (centres undefined),-2.5,-14.5,13.3,4.1,-0.5,-2.7,-11.6,5.0,-18.0,5.8,-1.5
O=C(OCC(=O)c1ccccc1Br)c1ccccn1,2.6,-24.4,-11.7,-2.4,-4.2,3.7,0.3,-7.8,1.0,-29.6,-3.4
Cc1nc(C)c(-c2ccn(S(=O)(=O)c3ccc(Cl)cc3)n2)o1,-1.6,-15.1,15.3,-13.1,-0.4,-3.3,24.7,2.9,5.8,1.8,7.1
COC(=O)c1ccc(NC(=S)N2CCN(C(=O)c3ccco3)CC2)cc1,·,-18.5,-4.8,-6.5,0.1,13.6,-2.9,4.1,-24.4,1.3,13.8
O=C(Nc1nnc(-c2ccccc2)s1)c1cccc(S(=O)(=O)N2CCOCC2)c1,0.8,2.1,-20.9,0.5,2.4,-1.6,-2.3,-5.0,-4.6,-24.8,-3.9
O=C(O)c1cccc(N2C(=O)C=CC2=O)c1,·,-1.8,15.4,-1.4,-0.1,-4.8,-6.4,·,-6.0,3.2,13.3
O=C(Nc1ccc(F)cc1)c1cc(-c2ccccn2)nc2c(Cl)cccc12,0.8,-13.8,8.6,-4.3,-0.3,-7.3,32.8,3.9,20.9,4.4,17.4
O=C1CCCN1CCCNc1nc2c(S(=O)(=O)c3ccc(Br)cc3)nnn2c2ccccc12,0.1,-6.0,13.2,-8.3,-0.2,2.8,-2.9,2.6,1.4,-1.9,25.8
COC(=O)c1ccc(NC(=O)COc2ccccc2OC)cc1,0.6,10.3,-3.7,-15.8,-2.1,13.1,0.7,-9.2,-11.8,-1.8,-22.7
COC(=O)c1ccc(CSc2nc3ccccc3s2)o1,-2.1,-70.8,-83.5,-2.1,2.3,2.0,-147.1,-70.8,-6.6,-30.0,-245.4
Cc1occc1C(=O)NNC(=O)c1ccccc1F,3.1,-5.3,-104.7,2.3,-0.5,4.8,-12.2,-25.7,-6.1,-7.2,-45.3
Cn1cc(S(=O)(=O)NC[C@H]2O[C@@H](n3cnc4c(N)ncnc43)[C@H](O)[C@@H]2O)cn1,·,8.4,-0.2,1.2,-2.3,-11.6,-8.8,-7.6,-11.3,0.4,-17.1

New compounds follow
Molecule,NR2E3 ag-1,NR2E3 ag-2,HIF-2a inh,KKLEB tox,iPSC survival up,CF NFkB inh,Shn3 inh set2,TRPM1 prom inh,C8 TRAIL sens,EBV LMP1 NFkB,Peg3 prom inh
O=C(c1ccccc1)[C@H]1CC=CC[C@H]1C(=O)O,-0.2,7.2,6.8,-5.3,3.3,-12.8,0.0,4.0,12.0,2.7,5.5
CCc1cccc(C)c1NC(=O)CN(C)S(=O)(=O)c1ccc(-c2ccc(=O)[nH]n2)s1,-0.1,-21.7,5.6,-6.6,-0.3,12.6,0.2,-4.4,-21.3,-8.9,8.3
N/C(=N\OC(=O)Cc1ccccc1)c1ccccn1,0.6,-70.8,-96.4,-4.6,-2.5,-15.9,-24.3,-7.0,10.0,-4.4,-56.0
O=S1(=O)CCO[C@H]2Cc3ccccc3[C@H]2N1Cc1cccc(C(F)(F)F)c1,3.5,-16.9,-27.2,-23.5,-3.7,4.0,-15.1,5.7,8.4,-10.1,-19.7
CC1=NN(c2ccc(Br)cc2)C(=O)/C1=C/c1ccc(-c2ccccc2C(=O)O)o1,1.7,7.8,9.7,-13.9,-0.6,-0.2,4.1,-4.9,-14.1,3.0,1.6
Fc1ccc(NC(=S)Nc2cccnc2)cc1,2.2,-29.0,-57.9,-17.2,2.8,16.2,35.4,-1.5,4.9,-2.0,-43.9
COc1ccc(/C=C/C(=O)NCC(=O)N/N=C(/C)c2ccc(Cl)cc2)cc1,-3.9,12.8,0.2,-3.2,-0.3,-0.5,13.2,6.1,8.0,9.9,16.0
CCOc1cc(N2CCOCC2)c(OCC)cc1NC(=O)c1ccc(OC(C)C)cc1,0.5,-4.8,8.2,13.5,-0.5,-23.0,12.9,11.9,-7.7,-44.8,1.3
N#C/C(=C\c1ccc(Cl)s1)C(=O)N1CCN(c2ccccc2)CC1,2.5,-24.8,14.9,-5.5,0.7,2.8,-5.2,-13.1,-5.9,2.7,-0.8
C/C(N)=C(/C#N)C(=O)COC(=O)C(c1ccccc1)c1ccccc1,-0.8,5.0,9.8,-4.1,-0.4,-0.4,7.3,-4.6,15.9,-11.6,25.4
Cc1nc(CS(=O)c2ccc(Cl)cc2)cc(N2CCOCC2)n1 (centres undefined),0.4,-0.4,8.0,-7.4,-0.2,16.3,-3.5,6.3,2.8,-2.9,15.6
C/C(=C\c1ccccc1)CN1CCN(c2cccc(Cl)c2)CC1,0.8,31.4,-38.2,0.1,-2.4,3.0,16.2,11.4,-10.8,1.4,0.3
O=C(O)c1ccc(CSc2nnc(COc3ccc(Cl)cc3Cl)o2)cc1,3.0,-56.2,-99.5,-7.8,1.1,8.7,-33.3,-24.0,7.0,-13.0,-54.2
C=CCN(C(=O)c1csnn1)C(C(=O)NC1CCCCC1)c1ccc(Cl)cc1 (centres undefined),5.0,-10.2,10.4,1.9,0.0,-5.7,17.8,7.5,-9.3,-4.9,-3.0
O=c1oc2ccccc2cc1-c1csc(Nc2ccc(O)cc2)n1,-0.4,-45.5,-370.5,-0.2,-0.5,-55.8,-11.1,-14.0,7.8,36.5,-21.6
CCc1ccc(S(=O)(=O)Nc2ccc(O)c3c(=O)cc(-c4ccccc4Cl)oc23)cc1,-0.7,-12.7,-6.0,-6.0,-2.8,20.3,18.1,6.0,4.4,-0.5,13.1
CC(C)NC(=O)Cn1cnc2c(cnn2-c2ccc(F)cc2)c1=O,0.1,15.6,12.0,1.7,0.2,11.9,0.4,-3.2,0.0,-9.5,9.0
Nc1c(S(=O)(=O)c2cc(Cl)ccc2Cl)c2nc3ccccc3nc2n1CCN1CCOCC1,4.1,-22.9,-1.2,-7.8,-1.9,13.3,-8.0,0.8,1.3,-2.4,27.4
CCOC(=O)c1sc(=S)n(-c2ccc(Cl)cc2)c1C,2.6,-8.6,-32.8,-13.1,4.7,6.4,5.7,8.5,2.4,-19.1,6.4
O=C(COC(=O)c1cc([N+](=O)[O-])ccc1N1CCOCC1)NCc1ccccc1,·,-3.5,13.3,14.4,0.9,-19.9,-26.2,·,-1.1,-1.9,3.1

Next entries follow.
Molecule,NR2E3 ag-1,NR2E3 ag-2,HIF-2a inh,KKLEB tox,iPSC survival up,CF NFkB inh,Shn3 inh set2,TRPM1 prom inh,C8 TRAIL sens,EBV LMP1 NFkB,Peg3 prom inh
COc1ccc(S(=O)(=O)NCc2ccccn2)cc1NC(=O)c1ccc(C)cc1,3.1,-47.7,-6.1,-8.0,0.1,-7.1,-9.4,27.4,24.5,-15.0,21.6
Cc1nc(-c2cc(-c3nc(-c4cc(C(F)(F)F)cc(C(F)(F)F)c4)no3)no2)cs1,3.1,7.8,18.6,5.8,-0.3,4.3,-1.2,·,-1.0,·,10.8
CN(C)C(CNC(=O)c1cccc(S(=O)(=O)N2CC3(C)CC2CC(C)(C)C3)c1)c1ccco1 (centres undefined),0.0,-12.2,21.8,0.2,-1.7,-2.6,49.4,11.9,-1.9,-1.1,1.4
C[C@H]1CN=C(N(C)C)N1CCc1cccc(F)c1,-1.7,-20.5,2.9,19.5,2.2,-19.2,-5.8,3.8,-8.3,2.2,-0.8
Nn1c(SCC(=O)N2CCCc3ccccc32)nnc1-c1ccccc1,0.9,-5.2,3.3,5.8,-0.4,-2.4,15.2,-5.7,-2.9,-0.9,4.7
C=CCn1c(COc2ccc(OC)cc2)nnc1SC(C)C(=O)NC1CC1 (centres undefined),1.4,-6.1,14.8,9.3,0.0,-6.9,-13.1,·,-24.9,-0.1,3.3
N/C(=N\OC(=O)c1ccc2c(c1)OCO2)c1cccc([N+](=O)[O-])c1,0.1,-64.5,-194.0,3.0,-0.9,13.6,-97.0,-31.0,3.7,-15.9,-222.4
O=C1C(=O)N(CCCN2CCOCC2)C(c2ccc(F)cc2)/C1=C(/O)c1ccccc1 (centres undefined),2.5,-5.5,18.3,-1.4,0.3,-12.0,6.6,9.9,-1.8,4.3,2.1
CCOc1ccccc1NC(=S)NCc1ccccc1,2.3,-0.2,2.9,-0.4,0.4,-16.9,-6.1,9.0,-9.7,4.2,10.9
O=C(NCc1cccnc1)NC(=O)c1ccc(Cl)cc1,1.3,-5.9,-20.0,6.9,0.1,-7.3,5.4,-12.6,-4.5,-4.1,1.0
O=C(COC(=O)c1cccc(S(=O)(=O)N2CCOCC2)c1)Nc1ncc(C(F)(F)F)cc1Cl,1.3,5.0,8.5,-5.7,-0.2,-6.0,3.3,8.4,3.6,-7.7,-3.2
CC1=C(c2ccccc2)[N+](=O)C2(CCCCC2)N1[O-],-0.3,-10.5,12.8,-5.7,1.6,-9.5,0.9,-3.5,-8.3,-2.3,16.7
NNC(=O)c1cncn1-c1ccc(F)cc1,2.3,12.6,10.0,14.9,3.8,-11.1,14.5,-0.1,-2.4,0.9,10.0

Assay outcomes from PubChem BioAssay.
